XIAP displacement: small molecules displacing peptide from XIAP – biochemical, IAP family, fluorescence polarization (AID 1018); XIAP BIR domain, fluorescence polarization peptide displacement; higher % means a stronger effect; displacement, % at 20 µM, or IC50 in µM where a hit was titrated; 200,000 compounds, 0.007% hits; in the data active = displacement above about 50%; note: a part of the inactive calls stands beside numbers as strong as those of hits
PMI inhibitors: inhibitors of human PMI, primary screen, biochemical, fluorescence intensity, coupled assay (AID 1209). one-dose inhibition, % at 20 µM; IC50 in µM for titrated hits. purified PMI enzyme, coupled fluorescence intensity; higher % means a stronger effect. 190,000 compounds, 0.42% hits;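 note: plate controls were DMSO vehicle for no effect and wells lacking substrate for full effect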
M1AAP inhibition: malaria alanyl aminopeptidase activity blockers – biochemical, fluorogenic H-Leu-NHMec substrate, 1536-well (AID 1445); recombinant M1AAP, H-Leu-NHMec fluorogenic kinetic assay; higher % means a stronger effect; inhibition, % at 30 µM, or IC50 in µM where a hit was titrated; 220,000 compounds, 0.42% hits;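 active = primary inhibition above the hit cutoff, then over 50% inhibition at one or more dose response concentrations, cut at about 23% in these data, passing the limit was not always enough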;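 note: plate controls were DMSO full reaction for no effect and no enzyme background for full effect; strong numbers were not always called active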
PMI inhibition: human PMI inhibitors, high substrate, primary screen, biochemical, fluorescence intensity, high mannose 6-phosphate (AID 1220); recombinant PMI enzyme, coupled fluorescence intensity; higher % means a stronger effect; 190,000 compounds, 0.66% hits; inhibition, % at 20 µM; hits with a dose series show IC50 in µM
Siah-1 displacement: Siah-1 peptide-binding antagonists, primary screen, biochemical, fluorescence polarization, rhodamine-plectin, uHTS (AID 1817); Siah-1 / rhodamine-plectin peptide fluorescence polarization; higher % means a stronger effect; displacement, % at 20 µM, or IC50 in µM where a hit was titrated; 290,000 compounds, 0.02% hits;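 active = displacement of at least 50% at 20 µM, with a fluorescence ratio check between 0.3 and a set limit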;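 note: plate controls were Siah plus tracer with DMSO for no effect and tracer alone without Siah for full effect; strong numbers were not always called active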
AID2073: inhibitors of Mint1-CaV2.2 protein interaction, biochemical, HTRF (AID 2073); HTRF protein-protein interaction, Mint1-CaV2.2; higher % means a stronger effect; one-dose inhibition, % at 20 µM; IC50 in µM for titrated hits; 290,000 compounds, 0.19% hits; in the data active = inhibition mostly above about 51%, no sharp cut-off; note: some results filed as inactive read as strong as hits
Dynein cargo inh: blocks dynein driven cargo transport along microtubules; 3617.4 mouse cells, GR-EGFP nuclear translocation imaging; test concentration mostly 20 µM; stimulated with dexamethasone, 1 µM; active compounds read low; z-score, hits read low; 220,000 compounds, 0.47% hits; AID 1381;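 active = plate z-score of nuclear minus cytoplasmic receptor signal below a set negative limit, without overly bright fluorescence or cell loss, cut at about -3.5 in these data, passing the limit was not always enough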;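 note: z-score of nuclear minus cytoplasmic ring GR-EGFP intensity difference per well; some compounds called inactive have numbers as strong as hits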
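medium = tetracycline-free induction medium containing charcoal-stripped FBS | also added = 1.0 µM final dexamethasone stimulus | schedule = 48 h induction, 1 h compound, 30 min dex at 37 °C | technique = fixed, Hoechst-stained cells imaged at 10x for EGFP | measure = GR-EGFP nuclear translocation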
LYP inhibition: PTPN22 lymphoid phosphatase activity blockers – biochemical, fluorescence intensity, uHTS (AID 1779); recombinant LYP phosphatase, fluorescence intensity; higher % means a stronger effect; one-dose inhibition, % at 11.5 µM; IC50 in µM for titrated hits; 290,000 compounds, 0.054% hits;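 note: plate controls were vehicle with enzyme for no effect and no enzyme for full effect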
P. falciparum M17LAP: P. falciparum M17LAP inhibitors, primary screen, biochemical, fluorogenic H-Leu-NHMec substrate, 1536-well (AID 1619) | recombinant M17LAP, H-Leu-NHMec fluorogenic kinetic assay; higher % means a stronger effect | inhibition, % at 30 µM, or IC50 in µM where a hit was titrated | 220,000 compounds, 0.38% hits;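 active = compound inhibiting the enzyme by more than half at any dose during confirmatory dose-response retesting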;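 note: plate controls were full reaction with DMSO carrier for no effect and no enzyme background for full effect; strong numbers were not always called active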
Dynein cargo inh cytoplasmic EGFP: further read-out of Dynein cargo inh, marked with its call; z-score; measured here: cytoplasmic GR-EGFP intensity; active compounds read high
Dynein cargo inh nuclear GR-EGFP: also measured in Dynein cargo inh; calls as there; z-score; measured here: nuclear GR-EGFP intensity;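 lower value marks the stronger effect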
Dynein cargo inh cell count: further read-out of Dynein cargo inh, marked with its call; z-score; measured here: cell count per field
* = called active by the depositor; . = not tested or not shown. Cut-off read from the data, not from the text of the source, unless noted: active = inhibition above about 50%; inactive = the rest. Random draw from the library; 2.1% or so of the library scored in one or more.

| structure | M1AAP inhibition | PMI inhibitors | Dynein cargo inh | PMI inhibition | Siah-1 displacement | Dynein cargo inh nuclear GR-EGFP | P. falciparum M17LAP | LYP inhibition | Dynein cargo inh cell count | XIAP displacement | Dynein cargo inh cytoplasmic EGFP | AID2073 |
| --- | --- | --- | --- | --- | --- | --- | --- | --- | --- | --- | --- | --- |
| COC(=O)C(CC(=O)c1ccc(Cl)cc1)c1ccc(C(C)C)cc1 (stereo unspecified) | 10% | 20% | -0.46 | 19% | 7% | -0.65 | -5% | 0% | 0.63 | -2.5% | -0.2 | 3% |
| Cc1cnc(NC(=O)CSc2ccccc2)s1 | -10% | -4% | 0.007 | -5% | -1% | 0.42 | -4% | -4% | 0.6 | -6.1% | -0.11 | 2% |
| O=[N+]([O-])c1cccc(Cl)c1NCCNS(=O)(=O)c1ccccc1 | 10% | 12% | -0.38 | 14% | 0% | -0.59 | 11% | -10% | 0.018 | -8.0% | -0.22 | 0% |
| Cc1ccc(C)c(NC(=O)CSc2nc(C)cc(C)c2C#N)c1 | -1% | -9% | 1.1 | -4% | 18% | 1.5 | 11% | -3% | -2.3 | 0.5% | -0.12 | 44% |
| Cc1ccc(-c2csc(NC(=O)CCNC(=O)c3ccccc3Cl)n2)cc1 | 2% | 12% | 0.078 | 8% | 1% | 0.42 | 15% | -7% | -0.87 | -1.3% | -0.21 | 10% |
| Cc1nc(NC(=O)c2ccco2)sc1C(=O)Nc1ccc(Br)cc1 | 3% | 4% | -0.87 | 2% | 7% | -0.41 | -2% | 1% | 0.67 | -6.9% | -0.35 | 19% |
| CC(=O)c1cccc(N(CC(=O)Nc2ccc(F)cc2)S(C)(=O)=O)c1 | 0% | 3% | -0.1 | 1% | -2% | 0.085 | 0% | -4% | 0.62 | -17% | -0.24 | 6% |
| Cc1cccc(CSCC(=O)NCc2ccc(S(N)(=O)=O)cc2)c1 | 4% | 5% | 0.45 | 1% | -2% | 0.52 | 1% | -7% | 1.1 | -2.3% | -0.34 | 4% |
| Cc1ccc(NC(=O)CSc2nn(-c3ccc(Cl)cc3)c(=S)s2)cc1S(=O)(=O)N(C)C | 9% | 9% | 0.85 | -2% | -9% | 1.1 | -17% | 2% | -2.2 | -9.5% | -0.079 | 17% |
| CCN1CCc2c(OCC(=O)Nc3cccc(C)c3)cccc2C1=O | 5% | -2% | 0.38 | 28% | 5% | -0.061 | 0% | 4% | 0.069 | 0.1% | -0.22 | 1% |
| COc1ccc(CCNC(=O)CC2SC(=NCCC(C)C)NC2=O)cc1OC (stereo unspecified) | 7% | 6% | -0.027 | 3% | 11% | 0.13 | 2% | -2% | 0.55 | -78% | -0.27 | 17% |
| CC(=O)Nc1ccc(NC(=O)Cc2ccc(F)cc2)cc1 | 10% | 5% | -0.66 | 9% | 5% | -0.34 | 2% | -6% | 0.21 | 3.6% | -0.21 | 2% |
| CCN(CC)S(=O)(=O)c1ccc(N2CCOCC2)c(NC(=O)c2ccc(F)cc2)c1 | -1% | 8% | 0.68 | 8% | 2% | 0.36 | -7% | -4% | -1.1 | -7.9% | -0.21 | -6% |
| Cc1ccc(Cn2ccc(NC(=O)c3cc(-c4ccc5c(c4)OCO5)on3)n2)cc1 | -1% | 7% | -0.54 | 0% | -2% | 0.029 | -12% | -8% | 0.79 | -2.2% | -0.39 | 11% |
| Cc1c(NS(=O)(=O)N2CCCC2)c(=O)n(-c2ccccc2)n1C | 3% | 3% | -0.75 | 42% | 3% | -0.22 | -1% | -11% | 0.85 | 0.5% | -0.16 | 15% |
| CCOc1ccc(N=Nc2c(C)noc2C)cc1 | 1% | -4% | 0.28 | -4% | 0% | 0.27 | 19% | 0% | -0.76 | -5.5% | -0.2 | 3% |
| COc1ccc(/C=N/n2cnnc2SCc2ccccc2)cc1 | 3% | -6% | -0.64 | 8% | 2% | -0.16 | -5% | -1% | 0.33 | 2.0% | 0.085 | -6% |
| COC(=O)c1cccc(S(=O)(=O)N2CCC(c3nc4ccccc4o3)CC2)c1 | -4% | 0% | -0.011 | -4% | 10% | -0.19 | 16% | -3% | -0.16 | -2.0% | -0.22 | 21% |
| CCN(CC)CCNC(=O)CCCCn1c(=S)[nH]c2c([nH]c3ccc(OC)cc32)c1=O | 13% | 8% | -0.71 | 17% | 0% | -0.097 | 2% | -4% | 1.2 | -2.0% | -0.22 | -29% |
| O=C(CSCc1cccc(F)c1)NCc1ccccc1 | 1% | -12% | 0.021 | 0% | 4% | -0.31 | 7% | -6% | 1.1 | -1.6% | -0.27 | -8% |
| CCS(=O)(=O)N1CCC(C(=O)NCc2cccs2)CC1 | 10% | 14% | 0.016 | 12% | -3% | 0.19 | -6% | -6% | 0.71 | -1.0% | -0.27 | 21% |
| Cc1ccc(NC(=O)N2CCC(C(=O)NCC(C)C)CC2)cc1 | 10% | -9% | -0.25 | -12% | 1% | 0.13 | 5% | 0% | 0.0077 | -1.2% | -0.14 | 3% |
| Cc1cc(NC(=O)/C(C#N)=C/c2ccco2)n(-c2ccccc2)n1 | 12% | 3% | -0.57 | 1% | 2% | -0.47 | 20% | 0% | 0.14 | 0.9% | -0.18 | -6% |
| O=C(O)/C=C\c1cn(-c2ccccc2)nc1-c1cc2ccccc2o1 | 2% | 15% | 0.22 | 12% | 6% | 0.39 | -5% | -1% | 0.32 | -18% | -0.27 | 39% |

Some of the entries so far, with two lines to a compound:
Values in the order: M1AAP inhibition | PMI inhibitors | Dynein cargo inh | PMI inhibition | Siah-1 displacement | Dynein cargo inh nuclear GR-EGFP | P. falciparum M17LAP | LYP inhibition | Dynein cargo inh cell count | XIAP displacement | Dynein cargo inh cytoplasmic EGFP | AID2073
O=C(O)/C=C\c1cn(-c2ccccc2)nc1-c1cc2ccccc2o1
 : 2% | 15% | 0.22 | 12% | 6% | 0.39 | -5% | -1% | 0.32 | -18% | -0.27 | 39%
COC(=O)c1cccc(S(=O)(=O)N2CCC(c3nc4ccccc4o3)CC2)c1
 : -4% | 0% | -0.011 | -4% | 10% | -0.19 | 16% | -3% | -0.16 | -2.0% | -0.22 | 21%
CCN(CC)S(=O)(=O)c1ccc(N2CCOCC2)c(NC(=O)c2ccc(F)cc2)c1
 : -1% | 8% | 0.68 | 8% | 2% | 0.36 | -7% | -4% | -1.1 | -7.9% | -0.21 | -6%
Cc1ccc(NC(=O)N2CCC(C(=O)NCC(C)C)CC2)cc1
 : 10% | -9% | -0.25 | -12% | 1% | 0.13 | 5% | 0% | 0.0077 | -1.2% | -0.14 | 3%
Cc1cc(NC(=O)/C(C#N)=C/c2ccco2)n(-c2ccccc2)n1
 : 12% | 3% | -0.57 | 1% | 2% | -0.47 | 20% | 0% | 0.14 | 0.9% | -0.18 | -6%

Carrying on.
| structure | M1AAP inhibition | PMI inhibitors | Dynein cargo inh | PMI inhibition | Siah-1 displacement | Dynein cargo inh nuclear GR-EGFP | P. falciparum M17LAP | LYP inhibition | Dynein cargo inh cell count | XIAP displacement | Dynein cargo inh cytoplasmic EGFP | AID2073 |
| --- | --- | --- | --- | --- | --- | --- | --- | --- | --- | --- | --- | --- |
| CCOC(=O)C(C)Sc1nc(-c2ccccc2)nc2ccc(F)cc12 (stereo unspecified) | -10% | 3% | -0.09 | 6% | 4% | -0.29 | -10% | -1% | 0.29 | -3.7% | -0.19 | -4% |
| Cc1cc(OCC(=O)N2CCOCC2)cc2oc(=O)c3ccccc3c12 | 1% | 10% | 2.5 | 7% | 4% | 1.6 | -9% | -8% | -2.3 | -1.9% | -0.022 | 26% |
| O=C(O)CCS(=O)(=O)Cc1ccccc1Cl | 12% | 3% | 1.2 | -7% | 4% | 0.44 | -7% | -11% | -0.37 | -23% | -0.22 | 21% |
| CC(CNC(=O)COc1ccccc1)OC(=O)Nc1cccc(Cl)c1 (stereo unspecified) | -1% | 12% | -0.53 | -4% | -1% | -0.53 | -4% | -3% | 0.75 | -6.7% | -0.31 | 0% |
| CCOc1cc(/C=C2/NC(=O)N(CC(=O)OC)C2=O)ccc1OC | 14% | -3% | 0.23 | 1% | 4% | -0.0034 | 31% | 3% | 0.68 | -6.5% | -0.34 | -2% |
| CCCCOc1ccc(CN(CCO)CCO)cc1[N+](=O)[O-] | 0% | -14% | -0.022 | -9% | -1% | 0.034 | 2% | -10% | 0.42 | -3.1% | -0.23 | 0% |
| O=C(N/N=C/c1ccc(Sc2ccccn2)o1)c1cccc([N+](=O)[O-])c1 | 13% | 1% | -0.91 | 6% | -8% | -0.68 | 8% | 10% | 0.86 | -2.8% | -0.33 | -2% |
| O=C1NC2(CCCC2)C(=O)N1CCS(=O)(=O)Oc1ccccc1 | -4% | -5% | -0.23 | -8% | 1% | 0.68 | 0% | -8% | -0.28 | -6.7% | -0.29 | -4% |
| COCCCn1c(C)nnc1-c1cnn(-c2ccccc2)c1N | -1% | -6% | 0.59 | -2% | -1% | 0.74 | 0% | -3% | -2.2 | 0.1% | -0.17 | 3% |
| CC(=O)NS(=O)(=O)c1ccc(NC(=O)CCC2CCCC2)cc1 | 5% | -3% | -0.39 | 2% | 1% | -0.4 | -7% | -6% | -0.032 | -5.0% | -0.11 | -1% |
| Cc1cc(C(=O)CSc2nc3ccccc3c(=O)n2C)c(C)n1Cc1ccc2c(c1)OCO2 | 8% | 7% | -0.51 | 17% | -1% | -0.28 | -2% | -6% | 0.55 | -8.1% | -0.05 | 8% |
| Cc1ccc(CCNC(=O)CN2C(=O)COc3ccccc32)cc1 | 2% | 12% | -0.44 | 14% | 1% | 0.21 | -6% | -4% | 0.43 | -2.2% | -0.19 | -9% |
| O=C(Nc1ccccc1O)c1c(O)c2c([nH]c1=O)CCCC2 | 7% | 7% | 0.063 | -2% | 3% | -0.51 | 15% | -1% | 0.52 | -7.7% | 0.055 | 12% |
| Cc1oc(S(=O)(=O)N2CCOCC2)cc1C(=O)Nc1ccc(Cl)cc1 | 0% | . | 0.43 | . | 3% | 0.21 | 5% | -8% | 0.58 | . | -0.21 | 2% |
| Cc1sc2ncnc(Sc3nc4ccccc4s3)c2c1C | 4% | 4% | -0.56 | 0% | 2% | -0.25 | 6% | -7% | 1.5 | -4.3% | -0.12 | 4% |

Assay outcomes as filed in PubChem BioAssay.
